Compound activity (PubChem)
GPT2 inhibitor = blocks human glutamate pyruvate transaminase 2. Potency, µM (titrated, usually from 57.7 µM), inactives show at the top dose activity change, negative = inhibition, most hits filed as inhibitors. Recombinant GPT2, coupled pyruvate oxidase/HRP Amplex Red fluorescence. 0.25% of 100,000 active; further: potency means the concentration at half of the fitted maximal effect; nearly all actives have a fitted effect of over 60% in size; many of its hits are not listed in these tables
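Inhibition is scored from Amplex Red fluorescence generated when pyruvate oxidase and HRP act on pyruvate released by GPT2. Reactions contain 10ng/uL enzyme, 250uM a-KG and 2mM L-alanine and run 30 min at room temperature.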
HEK293 viab = reduces viability of HEK-293 SNCA reporter cells; HEK-293-SNCA-luc viability, GF-AFC fluorescence, 24 h; Potency, µM (top dose mostly 57.1 µM), without a hit: at the top dose activity change, negative = cytotoxicity, actives largely listed as cytotoxic; 0.12% of 150,000 active; AID 1671193;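 further: potency means the concentration at half of the fitted maximal effect; 0% = DMSO-treated cells and -100% = medium-only wells without cells; nearly all actives have a fitted effect of over 30% in size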
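Cytotoxicity counterscreen: after 24 h compound treatment of genome-edited SNCA-luciferase HEK-293 cells, live-cell protease substrate GF-AFC read by fluorescence after 30 min; activity scaled between DMSO (0%) and medium-only (-100%), curves Hill-fitted.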
FLuc inh = inhibitors of firefly (Photinus pyralis) luciferase. P08659. purified P. pyralis luciferase, luminescence, biochemical. Potency, µM (titrated, usually from 115 µM), inactives show at the top dose activity change, negative = inhibition, most hits filed as inhibitors. 2.5% of 76,000 active; further: potency means the concentration at half of the fitted maximal effect; nearly all actives have a fitted effect of over 65% in size
Target sequence (P08659 whole entry, looked up): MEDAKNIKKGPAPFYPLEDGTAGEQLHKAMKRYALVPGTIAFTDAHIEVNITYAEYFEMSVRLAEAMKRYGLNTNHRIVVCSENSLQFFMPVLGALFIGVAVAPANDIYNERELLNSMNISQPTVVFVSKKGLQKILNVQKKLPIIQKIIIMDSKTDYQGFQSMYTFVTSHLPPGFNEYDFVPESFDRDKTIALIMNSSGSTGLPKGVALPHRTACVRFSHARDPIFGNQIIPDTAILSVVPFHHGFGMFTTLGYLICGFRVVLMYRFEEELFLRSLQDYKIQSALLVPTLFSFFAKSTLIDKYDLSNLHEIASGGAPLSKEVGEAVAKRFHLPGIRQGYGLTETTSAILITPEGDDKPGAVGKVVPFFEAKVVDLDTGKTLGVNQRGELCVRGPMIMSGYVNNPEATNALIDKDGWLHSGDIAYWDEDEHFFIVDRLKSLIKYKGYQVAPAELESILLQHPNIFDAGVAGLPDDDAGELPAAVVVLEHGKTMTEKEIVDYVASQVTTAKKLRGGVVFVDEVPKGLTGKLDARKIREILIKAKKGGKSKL
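Cell-free enzyme assay, 10nM P. pyralis luciferase, luciferin and ATP each at 10uM. Inhibition profiled over a 6-point titration, read as luminescence.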
3T3 cytotox = NIH 3T3 cell cytotoxicity; NIH 3T3 viability, CellTiter-Glo ATP luminescence, 48-72 h; Potency, µM (titrated, usually from 96.7 µM), for the others: at the highest dose activity change, negative = cytotoxicity, usual class: inhibitors; 4.3% of 94,000 active; AID 1345082; further: potency means the concentration at half of the fitted maximal effect; nearly all actives have a fitted effect of over 55% in size
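NIH 3T3 cells at 400 cells/well received 23 nL of compound by pintool and were incubated 48 or 72 h at 37 °C. Viability was read as ATP-coupled CellTiter-Glo luminescence.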
IP6K1 inhibitor = inhibitors of human IP6K1; Q92551; IP6K1 kinase, ADP-Glo luminescence, 2 h; stronger effect = lower value; activity change, % (series mostly up to about 58 µM); 0.81% of 140,000 active; in the data active means activity change below about -25%
Target sequence (Q92551 whole entry, looked up): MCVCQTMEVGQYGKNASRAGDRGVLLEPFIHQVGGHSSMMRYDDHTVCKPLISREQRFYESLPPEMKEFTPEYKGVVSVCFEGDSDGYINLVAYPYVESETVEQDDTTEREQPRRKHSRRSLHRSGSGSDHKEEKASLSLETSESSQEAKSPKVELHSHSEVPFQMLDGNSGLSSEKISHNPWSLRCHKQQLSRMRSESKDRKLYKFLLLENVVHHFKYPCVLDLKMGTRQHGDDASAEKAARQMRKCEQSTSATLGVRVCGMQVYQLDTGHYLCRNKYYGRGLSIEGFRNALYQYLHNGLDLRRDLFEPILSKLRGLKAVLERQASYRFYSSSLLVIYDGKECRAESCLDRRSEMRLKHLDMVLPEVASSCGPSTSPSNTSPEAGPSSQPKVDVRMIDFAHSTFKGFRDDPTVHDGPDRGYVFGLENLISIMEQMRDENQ
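ADP-Glo luminescence measures ADP made by human IP6K1 during a 2 h RT reaction with ATP/IP6 (mix at 1.3 mM/130 uM); top library doses 57.5 and 19.1 uM final.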
HEK cytotox = kills HEK 293 cells | AID 1345083 | HEK 293 viability, ATP luminescence (CellTiter-Glo), 48-72 h | 6.6% of 94,000 active | Potency, µM (highest dose often 115 µM), for inactives: at the top dose activity change, negative = cytotoxicity, hits mostly inhibitors; further: potency means the concentration at half of the fitted maximal effect; nearly all actives have a fitted effect of over 60% in size
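CellTiter-Glo luminescence (cellular ATP) was read after 48 or 72 hr of compound exposure at 37 degree Celsius. Cells were HEK 293 plated at 250 cells/well.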
SNCA expr inh = reduces expression of the alpha-synuclein gene; HEK-293 SNCA-luciferase knock-in, luminescence, 24 h; Potency, µM (top dose mostly 57.2 µM), inactives show top-dose activity change, negative = inhibition, most hits filed as inhibitors; 0.17% of 140,000 active;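 further: potency means the concentration at half of the fitted maximal effect; plate controls were DMSO cells for no effect and cell-free wells for full effect; nearly all actives have a fitted effect of over 45% in size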
* = called active by the depositor; i = inactive; ? = inconclusive; . = not tested or not shown; [ ] = remark or other dose. Unless noted, the call rests on the fitted dose curve; in most records, active means well fitted curve in the direction sought with a large enough effect; inconclusive means small, poorly fitted or top-dose-only effect, or another doubt; inactive means no such curve, though single readings can be large; an effect the other way counts as inactive or inconclusive. Unless noted, on the % scale 0 is the no-effect control and ±100 the full control effect. Not all compounds are listed, so the mix of outcomes need not match the whole.

SMILES	GPT2 inhibitor	HEK293 viab	FLuc inh	3T3 cytotox	IP6K1 inhibitor	HEK cytotox	SNCA expr inh
O=C(NC1CCCc2c1cnn2-c1ccccn1)c1cn[nH]c1-n1cnnn1 (stereo not drawn)	i	3%	3%	-2%	7	i	14%
Cc1ccccc1Oc1c(CCC(=O)N(C)C(C)C)c(C)nn1-c1ccccc1C	i	-12%	-2%	?	3	?	-20%
Cc1noc(C)c1C(=O)N1CCOc2ccc(CCC(=O)NCC3CC3)cc2C1	3%	-13%[12.5 µM]	-12%	-11%	-4	-6%	?
CNCc1ccc(C(F)(F)F)cc1	-4%[88.5 µM]	0%[87.6 µM]	.	5%[174 µM]	5	i	-17%[87.6 µM]
CC(C)CN[C@@H]1C[C@H](CO)[C@@H](O)[C@H]1O	i	1%[87.6 µM]	8%[299 µM]	-2%[230 µM]	3	-1%[287 µM]	15%[87.6 µM]
Cc1ccc(C)c(Cn2c(C(C)NC(=O)c3ccc(F)cc3)nc3ccccc32)c1 (stereo not drawn)	.	-5%	.	.	-18	.	18%
O=C(C[C@@H]1O[C@H](CNC(=O)Nc2ccccc2)[C@@H](O)[C@H]1O)NCCN1CCOCC1	i	-2%[87.6 µM]	-2%[172 µM]	5%[174 µM]	2	5%[172 µM]	3%[87.6 µM]
COc1ccc(-c2cc(C[C@H]3CNCC[C@H]3CC(=O)N3CCN(C(C)=O)CC3)no2)cc1	2%	27%	-11%	-20%	6	-2%	32%[activator]
O=C(NC1CCCN(c2ccnc3ccnn23)C1)c1ccc(Cl)cc1 (stereo not drawn)	-6%	-28%	.	?	14	40µM*	-18%
COc1ccc(Nc2c3c(nc4nncn24)CCC3)cc1OC	.	-8%	.	.	31	.	36%[activator]
CC(C)NC[C@@H](O)COc1ccc(CC(N)=O)cc1	-6%	1%[23.9 µM]	.	.	16	.	19%[25.6 µM]
CCOc1ccc(NC(=O)C(NS(=O)(=O)c2cccc3nsnc23)c2ccccc2)cc1 (stereo not drawn)	.	3%	.	.	-3	.	-26%
COCCN1C(=O)CS(=O)(=O)C12CCN(C(=O)C1(c3ccccc3)CC1)CC2	i	2%	4%	-5%	7	i	-26%
COc1ccc(CCNC(=O)C2Cn3cccc3C(=O)N2CC(C)C)cc1OC (stereo not drawn)	i	1%	7%	-13%	-1	-5%	1%
CN(C)c1ccc(CNc2nc(-c3ccco3)nn2S(C)(=O)=O)cc1	.	-3%	.	.	6	.	80%[activator]
Cc1ccc(CN(C)C2CCOc3ccccc32)cc1 (stereo not drawn)	i	17%[87.6 µM]	-7%[172 µM]	-25%[138 µM]	-6	-15%[172 µM]	-8%[87.6 µM]
COc1ccc(Cl)cc1Nc1ncncc1-c1nc(-c2ccccc2)no1	i	16%	0%	4%	-5	0%	-1%
CN1CC[C@H](c2nnc(-c3ccccc3)o2)C1	i	-12%[87.6 µM]	4%[230 µM]	-3%[230 µM]	-2	i	38%[activator][87.6 µM]
C[S+](=O)([O-])N1CCCN(c2ccnc3ccnn23)CC1	i	8%[87.6 µM]	.	-26%[138 µM]	4	-21%[172 µM]	-5%[87.6 µM]
Cc1cc(-n2c(C)nc3ccccc3c2=O)ccc1NC(=O)c1cccc([N+](=O)[O-])c1C	.	10%	.	.	28	.	1%
CCc1ccc(OCc2nc(-c3ccc(OC)cc3)no2)c(Br)c1	.	1%	.	.	-3	.	23%
Cc1ccnn1CCC(=O)N1CCOC(Cc2ccc(F)cc2)C1 (stereo not drawn)	?	4%	-12%	-10%	20	-19%	42%[activator]
Cc1cc(C)cc(C2(CNC(=O)C3NCCc4[nH]cnc43)CCCC2)c1 (stereo not drawn)	-12%	1%	-3%	-28%	-7	?	-11%
O=C1CO[C@H]2CN(C3CCC3)C[C@H]2N1Cc1ccc(F)cc1	i	0%[87.6 µM]	4%[172 µM]	-20%[174 µM]	-12	-13%[172 µM]	?
O=C(CCc1nnn2c1CN(C(=O)c1ccccc1)CC2)NC1CC1	2%	6%	8%	-33%	14	1%	-25%

The last 3 entries of the part above come first, to join the parts:
SMILES	GPT2 inhibitor	HEK293 viab	FLuc inh	3T3 cytotox	IP6K1 inhibitor	HEK cytotox	SNCA expr inh
Cc1cc(C)cc(C2(CNC(=O)C3NCCc4[nH]cnc43)CCCC2)c1 (stereo not drawn)	-12%	1%	-3%	-28%	-7	?	-11%
O=C1CO[C@H]2CN(C3CCC3)C[C@H]2N1Cc1ccc(F)cc1	i	0%[87.6 µM]	4%[172 µM]	-20%[174 µM]	-12	-13%[172 µM]	?
O=C(CCc1nnn2c1CN(C(=O)c1ccccc1)CC2)NC1CC1	2%	6%	8%	-33%	14	1%	-25%
Cc1cccc(C(=O)N2CCC(C(NC(=O)CC(C)C)C(=O)N3CCCCC3)CC2)c1 (stereo not drawn)	i	6%	-5%	?	0	-33%	-12%
O=C1NCc2ccccc2CC12CCN(Cc1cccc(F)c1)CC2	0%	-3%	.	i	-7	-8%	0%
CCOC(=O)[C@@H]1[C@@H](OC)C(=O)N(C)C12CCN(S(=O)(=O)c1ccc(NC(C)=O)cc1)CC2	.	.	.	?	3	3%	.
Cc1ccc(NC(=O)c2cc3c(N4CCSCC4)nc(C)cn3n2)c(C)c1	i	3%	0%	-17%	-17	?	31%[activator]
Cc1cc(-c2nn(-c3ccccc3F)cc2CN2CCC(N(C)C)C2)c(C)s1 (stereo not drawn)	-9%[11.5 µM]	-13%	-10%	?	40	?	10%
CCn1nc(-c2ccc(OC)nc2)nc1N(C)C	i	-19%	-14%	3%	7	?	2%
COCCCNC(=O)CCCN1C(=O)COc2ccc(C(=O)COc3ccc(OC)cc3)cc21	3%	?	-14%	?	3	?	-22%
COc1ccc(NC(=O)c2oc3ccccc3c2NC(=O)c2cc(=O)c3ccccc3o2)cc1	.	-6%	.	.	8	.	5%
O=[S+]1([O-])NCC2(CCN(CC3CCCCC3)CC2)Nc2ccccc21	i	-20%	7%	?	3	?	-20%
CCOC(=O)c1noc2ncn(CC(=O)Nc3cc(Cl)ccc3OC)c(=O)c12	.	-11%	.	.	12	.	-16%
O=S(=O)(Cc1ccccc1)N1CCC(OC2CCN(Cc3ccccc3)CC2)CC1	i	-7%	6%	?	-12	?	0%
CCOC(=O)CC1CCCCN1S(=O)(=O)Cc1ccccc1F (stereo not drawn)	i	1%	1%	-1%	18	i	10%
COc1ccc(C2(C(=O)N3CCCC(Cn4c(C)nc5cccnc54)C3)CCCCC2)cc1 (stereo not drawn)	i	-17%	12%	-7%	-13	?	?
CC(C)NC(=O)C1CCCN1c1nccc(Nc2ccccc2F)n1 (stereo not drawn)	i	-20%[12.5 µM]	.	-17%[138 µM]	-10	?	-28%[87.6 µM]
CCOC(=O)c1cc(C)n(CC2CCC(C(=O)Nc3cccc(Cl)c3)CC2)c1C (stereo not drawn)	.	3%	.	.	37	.	101%[activator]
Cn1cc(S(=O)(=O)N2CCCCCC2)cc1C(=O)NCc1ccc(Cl)cc1	.	-4%	.	.	-10	.	-26%
CCCSc1ncc(Cl)c(C(=O)Nc2nc3ccc(C)cc3s2)n1	.	4%	.	.	-12	.	-4%
CCOc1ccc(NC(=O)Cn2cc(C(=O)c3ccc(C)cc3)c(=O)c3cc4c(cc32)OCCO4)cc1	.	-28%	.	.	14	.	2%
O=C([C@@H]1C[C@H](Oc2ccccc2)CN1C(=O)c1cnccn1)N1CCOCC1	-12%	3%	-1%	2%	-8	-5%	-8%
COCCN1Cc2ccc(Nc3cccnc3)nc2C(C)(C(=O)Nc2cccc(F)c2)C1 (stereo not drawn)	-11%[88.5 µM]	-16%[87.6 µM]	-13%[172 µM]	?	9	?	-4%[87.6 µM]
CCCN1CCN(C(=O)C2CCc3ncc(-c4ccc(F)cc4)n3C2)CC1 (stereo not drawn)	i	0%	3%	?	1	-21%	1%
COc1ccc(OC2CN(Cc3cccn3C)C2)cc1	3%[88.5 µM]	7%[87.6 µM]	.	-18%[138 µM]	-6	-18%[172 µM]	31%[87.6 µM]
COc1ccccc1N(CC(=O)Nc1ccccc1C(F)(F)F)S(=O)(=O)c1ccc(C)cc1	.	2%	.	.	8	.	6%
CC(C)(C)NC(=O)c1oc2ccccc2c1NC(=O)c1ccc(F)cc1	.	4%	.	.	11	.	-21%
CC(C)n1ccnc1CN1CCC(CNC(=O)C(C)(C)C)CC1	0%	4%	-9%	?	1	-18%	-3%
Following part:
SMILES	GPT2 inhibitor	HEK293 viab	FLuc inh	3T3 cytotox	IP6K1 inhibitor	HEK cytotox	SNCA expr inh
CNC(=O)c1cc(C2CC2)nc2onc(C3CCN(C(=O)c4ccc(Cl)cc4)CC3)c12	.	.	.	?	-5	-24%	.
Cc1ccc(CN2CCCN(Cc3ccncc3)C(c3ccccc3)CC(=O)NCC2)s1 (stereo not drawn)	i	1%	-10%	?	14	?	5%
COc1ccc(C(=O)N2CCC(n3cc(-c4nc(-c5ccccc5)no4)nn3)C2)cc1F (stereo not drawn)	i	1%	?	-26%	5	?	-15%
CC(=O)c1ccc(NC(=O)O[C@@H]2CO[C@H]3[C@@H]2OC[C@@H]3NC(=S)NC2CCCCC2)cc1	-3%	-2%	2%	-20%	9	79µM*	17%
CN1CCC(NC(=O)c2cccnc2OC2CCNCC2)CC1	-12%	9%	-2%	1%	21	-2%	3%
COc1ccc(CN2CCCC23Cc2ccccc2N([S+](C)(=O)[O-])C3)cc1 (stereo not drawn)	-1%	-4%	.	-10%	-11	?	12%
Cc1ccc([S+](=O)([O-])N2CCCC(C(=O)N3CCC(c4nc5ncccc5[nH]4)C3)C2)cc1 (stereo not drawn)	i	4%	.	-28%	12	?	-12%
Cc1noc(C)c1CC(=O)N1CCC2(CC1)CC(OCC1CC1)CCO2 (stereo not drawn)	i	12%[12.5 µM]	3%	?	8	-2%	4%
CCS(=O)(=O)N(C1CC1)C1CCOC2(CCN(C(=O)CCCc3ccccc3)CC2)C1 (stereo not drawn)	i	7%	-22%	-13%	10	?	10%
Cc1noc(C)c1-c1ncc2c(n1)OCCN(Cc1ccccc1)C2=O	-9%[88.5 µM]	-3%[87.6 µM]	-23%[172 µM]	?	4	-41%[172 µM]	-13%[87.6 µM]
COC(=O)CN1C(=O)C(O)(c2c(C)[nH]c3ccccc23)c2ccccc21 (stereo not drawn)	.	6%	.	.	5	.	-6%
COc1ccccc1-c1n[nH]c2c1CC(=O)N(CC1CC1)C2	1%[88.5 µM]	-1%[87.6 µM]	-5%[172 µM]	?	3	-26%[172 µM]	23%[87.6 µM]
O=c1c2nc(Nc3cccnc3)ccc2ncn1-c1ccccc1	-12%[88.5 µM]	2%[87.6 µM]	?	-19%[138 µM]	7	?	-1%[87.6 µM]
COCCNC(=O)C[C@@H]1O[C@H](CNCc2ccc(F)cc2)[C@@H](O)[C@H]1O	0%[88.5 µM]	4%[87.6 µM]	-2%[172 µM]	0%[174 µM]	-1	5%[172 µM]	-20%[87.6 µM]
